BLM helicase inh – blocks DNA unwinding by human BLM helicase | P54132 | recombinant BLM DNA unwinding, fluorescence dequenching | Potency, µM (doses to about 56.1 µM), without a hit: at the highest dose activity change, negative = inhibition, usual class: inhibitors | actives 0.2% (n = 350,000) | AID 2528;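 further: plate controls were vehicle for no effect and no enzyme for full effect; nearly all actives have a fitted effect of over 35% in size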
POLH inh – DNA polymerase eta (human) inhibition; Q9Y253; actives 1.2% (n = 390,000); Potency, µM (doses to about 114 µM), for the others: at the top dose activity change, negative = inhibition, usual class: inhibitors; AID 588591; recombinant Pol eta, fluorescent DNA replication assay; further: on the % scale 0 is the no-effect control and ±100 the full control effect
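Pol eta (10 nM) was preincubated with compounds for 15 min at room temperature, after which fluorescent replication substrate (50 nM final) was added to start the reaction. Fluorescence was read kinetically at 0 and 10 min.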
POLB inh – inhibitors of human DNA polymerase beta; AID 485314; P06746; actives 1.3% (n = 340,000); Potency, µM (highest dose often 114 µM), for the others: top-dose activity change, negative = inhibition, hits mostly inhibitors; Pol beta primer extension/strand displacement, fluorescence kinetic; further: on the % scale 0 is the no-effect control and ±100 the full control effect
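Enzyme-only controls used 10 nM Pol beta; buffer lacking enzyme served as negative control. Compound preincubated 15 min, then 50 nM substrate added; 0 and 10 min reads at room temperature.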
Pol kappa inh – inhibitors of human DNA polymerase kappa. actives 0.53% (n = 400,000). Potency, µM (titrated, usually from 107 µM), inactives show at the highest dose activity, negative = inhibition, usual class: inhibitors. Q9UBT6. purified Pol kappa, fluorescent DNA synthesis assay, 10 min; further: on the % scale 0 is the no-effect control and ±100 the full control effect
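50 nM final substrate added after 15 min RT preincubation of 10 nM Pol kappa with compound; fluorescence read at 0 and 10 min.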
G9a inh – G9a (human) methyltransferase inhibition | Q96KQ7 | G9a H3K9 monomethylation, AlphaScreen, 2 h | Potency, µM (doses to about 102 µM), inactives show at the top dose activity, negative = inhibition, hits mostly inhibitors | actives 8.8% (n = 350,000) | AID 504332; further: on the % scale 0 is the no-effect control and ±100 the full control effect; nearly all actives have a fitted effect of over 75% in size
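AlphaScreen detection with an anti-monomethyl H3K9 antibody quantified product after a 2 h room-temperature reaction containing 500 nM biotinylated H3K9 peptide, 20 µM SAM and 20 nM enzyme, which had been preincubated 15 min with compound.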
JMJD2A Tudor inh – JMJD2A Tudor domain (human) inhibition. AlphaScreen JMJD2A-Tudor / H3K4me3 peptide binding. O75164. Potency, µM (titrated, usually from 114 µM), without a hit: at the highest dose activity change, negative = inhibition, usual class: inhibitors. actives 4.4% (n = 390,000); further: on the % scale 0 is the no-effect control and ±100 the full control effect; nearly all actives have a fitted effect of over 50% in size
Target sequence (O75164 whole entry, looked up, the tested form may be a part): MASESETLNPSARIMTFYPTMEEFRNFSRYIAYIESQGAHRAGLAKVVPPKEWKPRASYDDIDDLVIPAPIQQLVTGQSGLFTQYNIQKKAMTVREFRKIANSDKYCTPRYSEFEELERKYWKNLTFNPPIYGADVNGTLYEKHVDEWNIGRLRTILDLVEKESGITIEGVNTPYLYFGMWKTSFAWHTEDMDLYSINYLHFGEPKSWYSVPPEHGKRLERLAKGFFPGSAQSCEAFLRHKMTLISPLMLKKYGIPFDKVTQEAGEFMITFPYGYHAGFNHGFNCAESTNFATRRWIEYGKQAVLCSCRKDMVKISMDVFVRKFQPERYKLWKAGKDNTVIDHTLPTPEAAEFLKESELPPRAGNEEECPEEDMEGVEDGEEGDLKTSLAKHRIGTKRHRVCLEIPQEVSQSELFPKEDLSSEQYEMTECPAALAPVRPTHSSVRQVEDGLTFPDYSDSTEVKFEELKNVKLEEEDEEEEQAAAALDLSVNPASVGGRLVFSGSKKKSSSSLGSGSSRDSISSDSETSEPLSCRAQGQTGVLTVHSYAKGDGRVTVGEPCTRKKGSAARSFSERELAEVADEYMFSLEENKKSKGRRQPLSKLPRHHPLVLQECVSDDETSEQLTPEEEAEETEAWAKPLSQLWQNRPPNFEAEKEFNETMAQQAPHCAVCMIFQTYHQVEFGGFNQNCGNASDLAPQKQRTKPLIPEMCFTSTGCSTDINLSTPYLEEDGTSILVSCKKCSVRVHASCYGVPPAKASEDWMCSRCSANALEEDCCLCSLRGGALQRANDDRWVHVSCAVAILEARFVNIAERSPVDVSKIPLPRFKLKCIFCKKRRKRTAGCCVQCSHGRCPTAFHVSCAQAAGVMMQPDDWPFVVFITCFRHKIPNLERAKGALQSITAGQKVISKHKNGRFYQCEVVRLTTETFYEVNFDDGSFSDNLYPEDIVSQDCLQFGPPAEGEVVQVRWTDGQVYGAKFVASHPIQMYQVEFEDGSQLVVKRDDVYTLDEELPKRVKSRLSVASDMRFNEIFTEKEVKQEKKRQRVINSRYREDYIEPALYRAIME
BAZ2B inh – BAZ2B (human) inhibition | Q9UIF8 | AlphaScreen BAZ2B-H3K14Ac peptide displacement | Potency, µM (highest dose often 114 µM), without a hit: at the top dose activity change, negative = inhibition, hits mostly inhibitors | actives 4.4% (n = 360,000) | AID 504333; further: on the % scale 0 is the no-effect control and ±100 the full control effect; nearly all actives have a fitted effect of over 60% in size
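BAZ2B 50 nM plus b-H3(5-23)K14Ac 50 nM, PBS pH 7.4/0.01% Tween-20, 30 min RT; compound added (max 110 uM), 30 min RT; streptavidin donor/Ni-chelate acceptor beads 10 ug/mL final, 20 min dark; AlphaScreen read.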
APE1 inh – inhibitors of human APE1 endonuclease; recombinant APE1, TAMRA/BHQ-2 abasic DNA cleavage fluorescence; Potency, µM (titrated, usually from 65.8 µM), inactives show top-dose activity change, negative = inhibition, actives largely listed as inhibitors; actives 0.35% (n = 350,000); AID 2517;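 further: plate controls were vehicle for no effect and reference inhibitor for full effect; nearly all actives have a fitted effect of over 55% in size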
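Enzyme (0.75 nM final) and test compound are incubated 15 min at room temperature before adding 50 nM quenched THF abasic-site duplex. Cleavage dequenches TAMRA, followed at 525/598 nm over three reads one minute apart.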
POLI inh – DNA polymerase iota (human) inhibition | Q9UNA4 | Pol iota fluorescent replication assay, 10 min | Potency, µM (top dose mostly 115 µM), inactives show at the highest dose activity, negative = inhibition, usual class: inhibitors | actives 1% (n = 390,000) | AID 588590
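Fluorescent replication assay read twice, at 0 min and 10 min after adding 50 nM (final) substrate. Enzyme (10 nM) and compounds were first incubated 15 min at room temperature; enzyme-free buffer wells were negative controls.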
* marks the source's active call; other numbers are inactive results; ? = inconclusive; · = no result given; [ ] = another dose, or the depositor's remark. The call rests on the fitted dose curve; in most records, active means well fitted curve in the direction sought with a large enough effect; inconclusive means small, poorly fitted or top-dose-only effect, or another doubt; inactive means no such curve, though single readings can be large; an effect the other way counts as inactive or inconclusive. Potency means the concentration at half of the fitted maximal effect. A portion of the library, so the mix of outcomes need not match the whole.

BLM helicase inh	POLH inh	POLB inh	Pol kappa inh	G9a inh	JMJD2A Tudor inh	BAZ2B inh	APE1 inh	POLI inh	SMILES
2%	-3%	4%[57.1 µM]	-21%	5%	-16%	-1%	-1%	1%	CC(/C=C/c1ccc2c(c1)OCO2)=N/NC(=O)COc1ccc(C)cc1
0%	-4%	2%	6%	40µM*	-14%	?	-5%	7%	COc1cc(C(=O)CSc2nncn2C)cc(OC)c1OC
0%	5%	5%	-19%	9%[59 µM]	-6%	0%	1%	-7%	COc1ccc(CNC(=O)c2cccc3c2C(=O)N(Cc2cccnc2)C3)cc1
-17%	?	-2%	-18%	13µM*	45µM*	13µM*	-5%	?	COC(=O)c1cc2c(-c3ccccc3)cc3ccccn3c-2c1C(=O)OC
-3%	-5%	-15%	-15%	4%[12.7 µM]	-7%	-17%	-14%	19%	COc1cccc(-c2nc3ccc(C(=O)N4CCCC(O)C4)cc3o2)c1 (configuration not stated)
-2%	-18%	0%	2%	50µM*	?	?	-17%	35%	COc1ccc(N2CCN(C(=O)c3ccc(CS(=O)Cc4ccc(Cl)cc4)o3)CC2)cc1 (configuration not stated)
0%	-6%	37%	-5%	2%[0.501 µM]	-36%	-12%	-4%	4%	CN(C)c1ccc(C(CNC(=O)c2ccco2)N2CCCC2)cc1 (configuration not stated)
1%	89µM*	?	-13%[60.1 µM]	-36%[59 µM]	-17%	-6%	·	?	CCC1CCCCN1C(=O)c1c[nH]c2ccc(S(=O)(=O)Nc3cccc(OC)c3)cc2c1=O (configuration not stated)
-5%	-21%	-23%	2%	-2%	-18%	-23%	-2%	28%	Cc1csc2c(N3CCN(C(=O)c4ccc(C(C)(C)C)cc4)CC3)ncnc12
0%	-19%	2%	-5%	23%	-7%	9%	-3%	130%[activator]	Cc1cc(N)n(-c2ccccc2C)n1
0%	0%	1%	-3%	-3%[12.7 µM]	-15%	3%	-4%	11%	Cc1ccc(-n2c3c(cc(C(=O)N4CCN(C)CC4)c2=O)C(=O)CC(C)(C)C3)cc1
·	3%	·	-5%	?	-7%	12%	4%	22%	CN(C(=O)COC(=O)C1CSC2(C)CCC(=O)N12)c1ccccc1 (configuration not stated)
2%	-36%	9%	1%	?	-15%[11.4 µM]	2%	2%	34%[activator]	COC(=O)CCCCCCCCC(O)CN(C)C (configuration not stated)
-6%	-14%	-2%	9%	-5%[59 µM]	-13%	?	·	28%	COc1ccc(C2C(C(=O)Nc3ccc(Cl)cc3)=C(C)Nc3nc(SCc4cccc(C)c4)nn32)cc1OC (configuration not stated)
-13%	?	-11%	-2%[60.1 µM]	-4%[59 µM]	-28%	3%	·	7%	CCOc1ccc(-c2cc(C(=O)NCc3ccccc3Cl)c3ccccc3n2)cc1
3%	-7%	10%	5%	-4%[59 µM]	-2%	10%	20%	16%	Cc1ccsc1/C=N\NC(=O)Cn1nnc2ccccc21
2%	4%	3%	-1%	-2%[59 µM]	-2%	1%	0%	63%[activator]	CCOC(=O)CNC(=O)CSc1nnc(-c2ccc(OC)cc2)n1CC
-1%	-5%	30%	-7%	-29%	-16%	1%	?	?	COC(=O)c1c(NC(=O)c2nc3nc(C)cc(C(F)F)n3n2)sc2c1CCC2
-5%	-20%	22%	0%	-21%	-1%	-4%	8%	12%	O=C(CN1CCN(C(=O)C2CCCO2)CC1)Nc1c(Cl)cccc1Cl (configuration not stated)
1%	-4%	0%	0%	18µM*	?	?	-6%	?	CC(=O)C(Sc1ccc2nnc(-c3ccc(F)cc3)n2n1)C(C)=O
-3%	-11%	35%	-9%	-9%[59 µM]	-11%	-2%	19%	3%	Cc1cc(Cl)ccc1NC(=S)N1CCOCC1
-1%	-12%	3%	-8%	56µM*	-33%	-27%	8%	-11%	CCN(c1ccccc1)S(=O)(=O)c1ccc(OC)c(NC(=O)C2CC(=O)N(Cc3ccccc3)C2)c1 (configuration not stated)
3%	-14%	3%	8%	-4%[59 µM]	-12%	-18%	·	3%	CCOc1ccccc1CNC(=O)c1cc2c(=O)n(Cc3ccco3)ccc2nc1C
·	-18%	·	0%	?	1%	-15%	59%	14%	CC1CCCCC1NC(=O)c1ccc(-n2cncn2)c([N+](=O)[O-])c1 (configuration not stated)
·	-19%	·	-6%	10µM*	-12%	-18%	38%	44%[activator]	COCC(C)n1c(COc2ccccc2F)nnc1SCC(=O)Nc1oc(C)c2c(C)n[nH]c(=O)c12 (configuration not stated)
30%[activator]	-15%	-7%	-2%	-24%	-7%	-25%	5%	83%[activator]	CCN(CC)CCCN(Cc1cc2cc3c(cc2[nH]c1=O)OCO3)C(=S)NCc1ccco1
·	-12%	·	-13%	·	-23%	·	·	12%	Nc1nc(-c2ccccc2)ns1
2%	-6%	8%	5%	-1%[59 µM]	-2%	-4%	1%	-8%	Cc1cc(-c2ccccc2)nc(SCc2ccc(C(=O)O)o2)n1
-5%	-9%	5%	-5%	54%[activator][59 µM]	-6%	3%	9%	12%	COc1ccc(OC)c(NC(=O)C2CCCNC2=O)c1 (configuration not stated)
-5%	0%	-11%	0%	?	-33%	-29%	?	77%[activator]	Cc1cc(C=NCCCO)c(C)n1-c1cc(Cl)ccc1Cl

Continued, starting with the last five of the part before.
BLM helicase inh	POLH inh	POLB inh	Pol kappa inh	G9a inh	JMJD2A Tudor inh	BAZ2B inh	APE1 inh	POLI inh	SMILES
30%[activator]	-15%	-7%	-2%	-24%	-7%	-25%	5%	83%[activator]	CCN(CC)CCCN(Cc1cc2cc3c(cc2[nH]c1=O)OCO3)C(=S)NCc1ccco1
·	-12%	·	-13%	·	-23%	·	·	12%	Nc1nc(-c2ccccc2)ns1
2%	-6%	8%	5%	-1%[59 µM]	-2%	-4%	1%	-8%	Cc1cc(-c2ccccc2)nc(SCc2ccc(C(=O)O)o2)n1
-5%	-9%	5%	-5%	54%[activator][59 µM]	-6%	3%	9%	12%	COc1ccc(OC)c(NC(=O)C2CCCNC2=O)c1 (configuration not stated)
-5%	0%	-11%	0%	?	-33%	-29%	?	77%[activator]	Cc1cc(C=NCCCO)c(C)n1-c1cc(Cl)ccc1Cl
0%	-9%	15%	-16%	-13%[2.33 µM]	-19%	1%	-11%	7%	CC(CCc1ccccc1)NC(=O)COC(=O)c1ccc(NC(N)=O)cc1 (configuration not stated)
4%	-4%	2%	4%	-32%[12.7 µM]	-8%	10%	-1%	-1%	Clc1ccc(-c2nn3cnnc3s2)c(Cl)c1
-12%	-26%	8%	-7%	-48%[59 µM]	-19%	-5%	?	10%	O=C(Nc1nc2ccccc2s1)C1CC(=O)N(c2ccc(Br)cc2)C1 (configuration not stated)
-18%	79µM*	?	-27%	-14%[59 µM]	5%	3%	32µM*	?	O=C(COC(=O)c1ccc([N+](=O)[O-])s1)NCc1ccc(F)cc1
-4%	6%	32%	-5%	-42%	-28%	-20%	14%	66%[activator]	O=C(NNC(=S)NCc1ccccc1)c1cccc([N+](=O)[O-])c1
-11%	-24%	18%	-9%[60.1 µM]	-32%[59 µM]	?	?	·	24%	CCN(C(=O)CSc1nc2n[nH]c(C)c2c(=N)n1-c1cccc(OC)c1)c1cccc(C)c1
-6%	-17%	4%	1%	24%[59 µM]	-7%	-2%	-2%	8%	COC(=O)Nc1nnc(COc2ccccc2)s1
-3%	-10%	12%	-4%	40%[activator]	-20%	-26%	-4%	13%	CC(C)(C)c1ccc(C2(C)NC(=O)N(CC(=O)c3ccc[nH]3)C2=O)cc1 (configuration not stated)
·	-8%	·	-10%	-6%[59 µM]	-14%	-5%	-5%	-12%	C=CCn1c(SCC(=O)Nc2cc(Cl)ccc2C(=O)O)nc2sc(C)c(C)c2c1=O
-3%	-12%	-9%	0%	6%	-4%	1%	-7%	3%	O=C(Oc1cc(Cl)cc(Cl)c1)c1cnc2n(c1=O)CCS2
-13%	-16%	-8%	7%	-30%[59 µM]	-10%	-3%	-4%	27%	Cc1noc(C)c1COc1cccc(C(=O)OC(C)C(=O)Nc2ccc3c(c2)OCO3)c1 (configuration not stated)
·	-5%	·	-9%	-11%[2.33 µM]	-23%	15%	-1%	-13%	COC(=O)Cn1c(N)[n+](Cc2ccccc2)c2ccccc21
-4%	-22%	16%	-5%	38%[12.7 µM]	-19%[11.4 µM]	-6%	9%	22%	CNC(=O)CCc1nc(-c2ccc(C(C)(C)C)cc2)no1
-3%	-8%	49%	4%	17%	10%	?	-3%	37%[activator]	C=CCn1c(N)cc(=O)nc1SC(CC)C(=O)Nc1ccc(C(C)=O)cc1 (configuration not stated)
-2%	-2%	2%	-17%	-22%[59 µM]	-24%	-10%	0%	4%	Cc1ccc([N+](=O)[O-])cc1-c1ccc(/C=N/NC(=O)c2cc3c(ccc4ccccc43)o2)o1
2%	-1%	5%	-22%	·	0%	-4%	5%	51%[activator]	COc1ccc(S(=O)(=O)NC2CC(C)(C)NC(C)(C)C2)cc1C(C)C
-7%	-14%	-9%	5%	-3%[59 µM]	-2%	10%	0%	24%	O=c1ncn(-c2ccc(F)cc2)c2ncccc12
-5%	-13%	4%	-4%	?	-11%[11.4 µM]	1%	0%	105%[activator]	CCCCOc1ccc(/C=C/C(=O)OCC(=O)c2c(N)n(C)c(=O)n(C)c2=O)cc1OCC
0%	-8%	1%	-9%	?	-10%	8%	0%	-19%	Cn1c(=O)[nH]c(=O)c2c1nc(Br)n2CCCSc1nc2ccccc2o1
-1%	4%	1%	-4%	8%[59 µM]	-2%	-7%	·	-8%	O=S(=O)(c1ccc(C2CCCCC2)cc1)N1CCN(c2ccc(Cl)c(Cl)c2)CC1
-1%	6%	2%	10%	17%	1%	0%	6%	45%	Cc1nc(-c2ccc(C#N)cc2)cs1
